Screening data deposited in PubChem by several laboratories.
TLR9-MyD88 inh = blocks human TLR9 binding to MyD88. 340,000 compounds, 0.21% hits. inhibition, % at 4.98 µM. CHO BLA complementation TLR9-MyD88, CCF4 FRET ratio. Q9NR96+Q99836;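 active = inhibition above the mean over all tested compounds plus 3 SD, cut at about 21% in these data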;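 note: 0% = DMSO only wells and 100% = clavulanate BLA inhibitor control wells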
NOD2-RIPK2 inh = NOD2-RIPK2 protein interaction inhibition; O43353; CHO BLA complementation NOD2-RIPK2, CCF4 ratio; inhibition, % at 4.98 µM; 360,000 compounds, 0.38% hits; AID 624267; in the data active = inhibition above about 21%;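 note: 0% = vehicle only and 100% = reference blocker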
SRC3 inh = human NCOA3 inhibition; Q9Y6Q9; HEK293 GAL4-SRC3 luciferase reporter, luminescence; inhibition, % at 3.6 µM; 360,000 compounds, 0.17% hits;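 active = inhibition above a per-campaign cutoff, the mean of all compounds plus 3 SD, cut at about 60% in these data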;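 note: 0% = DMSO-treated cells and 100% = gossypol-treated cells at 36 µM; higher means less SRC3-driven luciferase light from the GAL4 reporter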
Target sequence (Q9Y6Q9 whole entry, looked up, the tested form may be a part): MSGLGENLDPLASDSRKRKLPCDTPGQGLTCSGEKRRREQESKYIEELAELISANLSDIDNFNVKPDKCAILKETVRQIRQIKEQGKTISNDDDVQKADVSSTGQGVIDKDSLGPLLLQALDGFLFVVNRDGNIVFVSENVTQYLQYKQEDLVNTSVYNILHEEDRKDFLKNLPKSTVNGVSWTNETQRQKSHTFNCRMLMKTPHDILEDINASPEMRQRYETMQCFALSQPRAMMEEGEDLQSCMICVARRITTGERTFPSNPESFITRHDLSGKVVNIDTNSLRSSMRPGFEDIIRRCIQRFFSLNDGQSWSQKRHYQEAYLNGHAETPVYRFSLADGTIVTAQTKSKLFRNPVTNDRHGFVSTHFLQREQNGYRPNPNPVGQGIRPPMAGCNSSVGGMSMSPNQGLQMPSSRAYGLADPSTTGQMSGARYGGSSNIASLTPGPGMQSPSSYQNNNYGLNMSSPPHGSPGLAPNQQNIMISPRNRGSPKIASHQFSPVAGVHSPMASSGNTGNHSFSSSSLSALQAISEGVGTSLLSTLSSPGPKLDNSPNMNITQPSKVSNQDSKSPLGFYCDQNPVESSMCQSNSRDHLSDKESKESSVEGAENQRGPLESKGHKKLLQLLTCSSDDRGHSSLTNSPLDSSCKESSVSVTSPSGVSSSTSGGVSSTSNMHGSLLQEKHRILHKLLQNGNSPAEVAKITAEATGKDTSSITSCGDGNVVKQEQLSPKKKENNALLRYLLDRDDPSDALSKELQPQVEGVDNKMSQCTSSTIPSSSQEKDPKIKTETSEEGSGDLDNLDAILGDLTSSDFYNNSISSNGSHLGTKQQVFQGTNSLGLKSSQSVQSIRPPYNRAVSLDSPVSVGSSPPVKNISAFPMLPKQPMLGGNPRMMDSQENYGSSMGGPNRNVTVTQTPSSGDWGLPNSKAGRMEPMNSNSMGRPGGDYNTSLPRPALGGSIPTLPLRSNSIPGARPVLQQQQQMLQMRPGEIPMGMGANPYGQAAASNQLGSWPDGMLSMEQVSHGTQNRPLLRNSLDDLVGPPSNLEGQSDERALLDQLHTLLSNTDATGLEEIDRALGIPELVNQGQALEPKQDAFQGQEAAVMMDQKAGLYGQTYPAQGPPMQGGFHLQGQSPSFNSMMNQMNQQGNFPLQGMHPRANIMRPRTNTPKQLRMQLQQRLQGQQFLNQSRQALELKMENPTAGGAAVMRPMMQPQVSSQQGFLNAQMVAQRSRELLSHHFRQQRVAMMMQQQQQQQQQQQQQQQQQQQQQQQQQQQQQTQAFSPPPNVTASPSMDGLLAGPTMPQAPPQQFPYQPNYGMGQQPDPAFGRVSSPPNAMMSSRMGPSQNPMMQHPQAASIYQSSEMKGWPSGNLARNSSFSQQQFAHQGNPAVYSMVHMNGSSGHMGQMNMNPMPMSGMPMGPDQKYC
COUP-TFII inh = blocks human COUP-TFII nuclear receptor. inhibition, % at 8.6 µM. P24468. HEK293T NGFI-A luciferase reporter, luminescence. 370,000 compounds, 0.7% hits;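 active = inhibition above a per-plate cutoff, mean inhibition of test wells between control levels plus 3 SD, cut at about 38% in these data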;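 note: cells cotransfected with COUP-TFII expression vector driving the NGFI-A reporter; 0% = median of COUP-TF2 test wells and 100% = reporter-only cells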
MC4R barr agon = human MC4R agonism via beta-arrestin | P32245 | U2OS MC4R beta-arrestin complementation, luminescence; percent of melanotan II response, DMSO zero | activation, % at 8.9 µM | 360,000 compounds, 0.98% hits | AID 540308;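 active = activation above a per-plate cutoff, the mean activation of sample wells on that plate plus 3 SD, cut at about 8% in these data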
LMP1 NFkB inh = Epstein-Barr LMP1 NF-kappaB reporter inhibition; inhibition, % at 12.5 µM; LMP1-induced NF-kappaB luciferase reporter cells, luminescence; 350,000 compounds, 0.69% hits; in the data active = inhibition above about 41%; inconclusive = no clear call, values can overlap the other calls;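 note: 0% = neutral control wells and 100% = reference inhibitor control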
ABHD5 PLIN5 PPI = ABHD5-PLIN5 protein interaction inhibition; Q00G26+Q8WTS1; Split G. princeps luciferase complementation, luminescence, 4 h; inhibition, % at 4 µM; 360,000 compounds, 0.78% hits; AID 602281;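 active = inhibition above the mean inhibition across every tested compound plus 3 SD, cut at about 22% in these data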;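 note: 0% = DMSO only wells and the 100% control is not disclosed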
MC4R antagonist = antagonists of human melanocortin 4 receptor (MC4R); P32245; MC4R-expressing cells, MTII-stimulated cAMP, LANCE TR-FRET; inhibition, % at 6.5 µM; 360,000 compounds, 0.48% hits; AID 540295;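 active = inhibition above its plate's cutoff, the mean of tested wells on that plate plus 3 SD, cut at about 29% in these data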;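 note: 0% = Melanotan II alone and 100% = Melanotan II plus saturating MCL0020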
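System: U2OS-MC4R stable cell line; Technique: Eu-cAMP/anti-cAMP TR-FRET, emission 671 nm; Repeats: single well per compound; Also added: Melanotan II; Dosing: one concentration, 6.5 µM nominal; Schedule: 30-min compound, 1-h challenge, 1-h detection, room temperature.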
NCOA2 inhibitor = human SRC2 (NCOA2) inhibition | HEK293 GAL4-SRC2 luciferase reporter, luminescence | Q15596 | 370,000 compounds, 0.17% hits | inhibition, % at 9 µM;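 active = inhibition above the mean inhibition of all tested compounds plus 3 SD, set per campaign, cut at about 52% in these data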;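 note: 0% = DMSO treated cells and 100% = cells given Gossypol at 36 µM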
NCOA1 inh = inhibitors of human steroid receptor coactivator 1 (SRC1); Q15788; HEK293 GAL4-SRC1 luciferase reporter, luminescence; 360,000 compounds, 0.12% hits; inhibition, % at 3.6 µM;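 active = inhibition above the campaign mean plus 3 SD, with each screening campaign given its own cutoff, cut at about 60% in these data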;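 note: 0% = DMSO treated cells and 100% = gossypol at 36 µM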
LRH-1 inv ag = suppresses constitutive activity of human LRH-1. O00482. inhibition, % at 3.6 µM. AID 602396. HEK293T StAR-luciferase reporter, LRH-1 transfected, 24 h. 360,000 compounds, 0.13% hits;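 active = inhibition above the mean inhibition of all tested compounds plus 3 SD, cut at about 73% in these data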;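 note: 0% = DMSO wells and 100% = reporter-only cells lacking LRH-1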
An asterisk follows results filed as active; ? = inconclusive.

SMILES	TLR9-MyD88 inh	NOD2-RIPK2 inh	SRC3 inh	COUP-TFII inh	MC4R barr agon	LMP1 NFkB inh	ABHD5 PLIN5 PPI	MC4R antagonist	NCOA2 inhibitor	NCOA1 inh	LRH-1 inv ag
O=C(Oc1ccc[nH]c1=O)c1cccc(Cl)c1	4.4	0.8	13.5	-11.3	-1.7	-4.2	-9.1	1.2	6.8	3.5	-11.9
COC(=O)c1ccccc1S(=O)(=O)C(C)(C)C	1.5	-10.8	-12.2	7.0	-0.3	8.5	-1.7	3.7	5.0	-1.4	-3.4
O=C(CN1C(=O)S/C(=C\c2ccccc2)C1=O)NNC(=O)c1ccccc1O	-1.9	-7.3	-2.5	5.7	0.1	-12.3	-2.1	12.7	11.5	-12.7	5.8
C=CCN1C(=O)N(c2ccc(F)cc2)C(=O)C1CC(=O)Nc1ccc(Cl)cc1 (configuration not stated)	10.9	-9.6	13.0	15.3	-3.1	-1.3	0.3	12.8	9.0	-0.1	-10.0
O=C(c1cc(-c2ccncc2)nc2ccc(Br)cc12)N1CCN(c2ccccn2)CC1	-14.0	-0.7	9.2	-16.7	0.2	-0.9	-1.8	7.8	25.0	16.7	20.9
Cc1nn(C)cc1C1C(C#N)=C(N)N(c2ccc(F)c([N+](=O)[O-])c2)C2=C1C(=O)CCC2 (configuration not stated)	-9.2	-8.3	-22.9	8.5	3.1	-0.7	17.3	-1.8	-21.5	-0.9	8.4
COCCNC(=O)c1onc(CSc2ccccc2C)c1C(=O)O	8.3	-5.4	-6.7	2.6	-2.2	-16.3	-3.0	4.2	-6.8	-4.7	9.9
Cc1nn(C(C)C(=O)NCc2ccccc2F)c(=O)c2nn(-c3ccccc3)c(C)c12 (configuration not stated)	-8.1	-1.4	6.0	11.4	-1.9	6.3	-1.0	-6.6	1.4	-34.1	-5.8
CCCCSc1ccc(NC(=O)c2cccnc2)cc1	-6.8	-6.8	-1.9	-1.4	0.1	-9.0	-1.2	3.2	6.6	-41.1	-9.2
Cc1ccc(OCC(=O)N(C)CC(=O)Nc2ccc(F)c(F)c2F)cc1	-3.0	-8.5	-58.1	-4.8	-1.4	-3.9	-1.1	0.0	-7.7	-0.6	8.2
CCN1CCCc2cc(CN(CCN3CCOCC3)C(=S)Nc3cc(F)cc(F)c3)ccc21	2.7	1.0	8.4	13.9	-1.5	2.0	-10.6	4.0	-20.9	-13.4	12.2
S=c1[nH]nc(-c2cc(-c3ccco3)[nH]n2)n1-c1ccccc1Cl	-1.0	7.4	3.4	-2.2	-2.3	-6.4	2.1	-3.2	-12.7	-16.5	0.4
Cc1c([N+](=O)[O-])cc(C(=O)Oc2cccc(C(=S)N3CCOCC3)c2)cc1[N+](=O)[O-]	-0.8	-4.9	-100.8	-8.6	3.4	-6.7	1.3	-2.3	-1.3	-22.7	1.6
CC1(C(=O)O)CCC(C(=O)N2CCOCC2)C1(C)C (configuration not stated)	-3.1	-7.5	17.0	0.9	1.9	3.5	3.1	7.0	2.8	16.6	25.3
COc1ccc(C2CC(=O)Oc3c(C(CCN4CCOCC4)c4cc(OC)c(OC)c(OC)c4)c(OC)cc(OC)c32)cc1 (configuration not stated)	-6.8	2.8	-7.1	-0.6	0.3	-6.5	-13.2	11.4	-4.7	-12.6	-1.4
CCOC(=O)C1CCN(C(c2cccc(F)c2)c2sc3nc(C)nn3c2O)CC1 (configuration not stated)	-4.5	-13.1	0.7	-3.0	0.8	2.8	5.8	7.6	-2.7	0.3	1.5
Cc1ccc(N/N=C(\C#N)C(N)=S)cc1C	0.3	-0.7	14.7	-1.1	-3.8	?	10.9	-11.1	19.0	-1.2	5.2
O=C(COC(=O)c1ccccn1)Nc1nccs1	0.9	-0.4	-8.8	3.6	1.2	11.1	-0.1	8.7	9.9	-0.1	1.4
CCOc1ccc(NC(=O)Nc2cccs2)cc1	1.2	-12.6	-61.4	-49.9	0.1	-13.2	0.4	-2.9	-51.1	-150.4	-137.6
COc1cc(CN2CCCC(CO)(Cc3ccccc3C)C2)cc2c1OCO2 (configuration not stated)	3.4	-11.3	11.5	-3.4	-0.9	17.1	2.9	-8.4	-2.1	9.8	18.3
Cc1ccc(C2C3=C(CC(C)(C)CC3=O)NC3=C2C(=O)CC(C)(C)C3)o1	5.6	-2.6	-5.0	-5.6	1.6	-5.6	10.2	13.8	-27.8	-13.8	13.4
COc1ccc(NC(=O)Nc2cnccn2)cc1OC	6.0	-6.3	-16.7	3.0	-2.9	-1.6	6.7	2.5	-6.6	17.5	4.7
CC1CCN(CC(=O)N(C)c2c(N)n(Cc3ccccc3)c(=O)[nH]c2=O)CC1	0.8	5.3	-16.9	-5.5	3.2	-1.5	20.1	10.0	-28.4	11.4	4.0
CC1(C)CNC(=O)c2sc(NC(=O)c3ccccc3)nc2C1	-11.6	-11.9	-63.3	-47.5	-1.4	-28.4	-2.3	14.0	-9.9	-95.9	-64.7
C#CCOc1ccc(/C=C2/C(=O)NN(c3ccc(F)cc3)C2=O)cc1OC	-6.3	-5.2	-128.0	8.0	-0.3	-3.0	-12.5	9.6	-3.7	-37.7	-5.8
Cc1ccc2[nH]cc(CCNC(=O)CN3C(=O)c4ccccc4C3=O)c2c1	-5.2	3.1	-11.3	4.5	2.5	-10.0	0.0	18.8	-3.0	-21.7	-16.6
Cc1ccc(CNC(=O)c2ccccc2NC(=O)C2=CSCCO2)cc1	6.7	-1.2	-7.5	-1.6	0.3	2.1	2.1	9.7	6.9	-32.2	-32.3
COc1cccc(C(=O)Nc2ccccc2-c2ccccc2)c1	-7.4	6.3	1.0	-36.3	-0.4	-0.6	-7.0	1.2	7.4	8.8	-13.4
CC1CCC(NC(=O)C(NS(=O)(=O)c2cccc3nsnc23)C(C)C)CC1 (configuration not stated)	4.4	8.3	-1.4	-4.4	-1.3	-2.6	-3.5	-0.3	13.2	-57.5	-4.9
CCOC(=O)c1[nH]c(C)c(C(=O)Nc2cc(OC)ccc2OC)c1C	6.3	-5.6	2.6	-33.9	-1.9	19.3	5.0	-18.2	1.3	16.1	-11.6
O=C(COC(=O)c1cc(Cl)nc2ccccc12)c1ccc(Cl)cc1	-5.2	0.9	16.5	-3.2	3.2	4.4	8.5	10.0	-8.6	-11.9	-11.7
O=C(/C=C\c1ccc(-c2ccccc2)o1)c1ccccc1	5.5	-9.0	3.1	-10.4	1.7	-13.9	38.0*	0.8	-26.3	-24.4	0.9
COc1cccc(C2C(C(=O)c3sc(C)nc3C)=C(O)C(=O)N2CCN2CCOCC2)c1OC (configuration not stated)	-7.0	5.2	9.7	-6.8	0.3	-4.1	0.5	3.3	15.1	-8.5	25.1
Cc1cccc(S(=O)(=O)Nc2cccc3c2C(=O)c2ccccc2-3)c1	13.3	5.2	-17.1	-4.1	-1.9	1.9	2.7	1.9	5.7	-4.7	12.1
COc1ccc2c(c1)[C@H]1[C@H](CO2)[C@H](c2ccccc2)[C@]2(C)C(=O)Nc3cc(F)c(F)cc3C(=O)N12	-13.2	-2.8	17.4	-1.5	-0.9	-40.5	-13.5	1.2	-16.9	-3.3	-0.5
NNC(=O)CSc1c(-c2ccccc2)c2cc(Cl)ccc2[nH]c1=O	2.7	-6.3	10.4	11.4	-0.5	-3.4	-0.8	2.3	0.6	5.6	5.1
COc1ccccc1C(=O)NC(CCSC)C(=O)N1CCN(C/C=C/c2ccccc2)CC1 (configuration not stated)	12.2	0.8	-14.7	12.4	-2.8	1.5	-5.1	5.0	-5.2	16.7	-11.3
Cc1ccc(C(=O)O/N=C(\N)c2cccnc2)cc1[N+](=O)[O-]	0.1	-5.6	-69.7	-21.8	-1.4	-33.1	-5.8	10.6	-42.8	-72.0	-86.7

An excerpt from above in order of molecular weight, smallest number first:
SMILES	TLR9-MyD88 inh	NOD2-RIPK2 inh	SRC3 inh	COUP-TFII inh	MC4R barr agon	LMP1 NFkB inh	ABHD5 PLIN5 PPI	MC4R antagonist	NCOA2 inhibitor	NCOA1 inh	LRH-1 inv ag
O=C(/C=C\c1ccc(-c2ccccc2)o1)c1ccccc1	5.5	-9.0	3.1	-10.4	1.7	-13.9	38.0*	0.8	-26.3	-24.4	0.9
Cc1ccc(C(=O)O/N=C(\N)c2cccnc2)cc1[N+](=O)[O-]	0.1	-5.6	-69.7	-21.8	-1.4	-33.1	-5.8	10.6	-42.8	-72.0	-86.7
COc1cccc(C(=O)Nc2ccccc2-c2ccccc2)c1	-7.4	6.3	1.0	-36.3	-0.4	-0.6	-7.0	1.2	7.4	8.8	-13.4
CCOC(=O)c1[nH]c(C)c(C(=O)Nc2cc(OC)ccc2OC)c1C	6.3	-5.6	2.6	-33.9	-1.9	19.3	5.0	-18.2	1.3	16.1	-11.6
Cc1cccc(S(=O)(=O)Nc2cccc3c2C(=O)c2ccccc2-3)c1	13.3	5.2	-17.1	-4.1	-1.9	1.9	2.7	1.9	5.7	-4.7	12.1
C#CCOc1ccc(/C=C2/C(=O)NN(c3ccc(F)cc3)C2=O)cc1OC	-6.3	-5.2	-128.0	8.0	-0.3	-3.0	-12.5	9.6	-3.7	-37.7	-5.8
Cc1ccc(CNC(=O)c2ccccc2NC(=O)C2=CSCCO2)cc1	6.7	-1.2	-7.5	-1.6	0.3	2.1	2.1	9.7	6.9	-32.2	-32.3
COc1ccc2c(c1)[C@H]1[C@H](CO2)[C@H](c2ccccc2)[C@]2(C)C(=O)Nc3cc(F)c(F)cc3C(=O)N12	-13.2	-2.8	17.4	-1.5	-0.9	-40.5	-13.5	1.2	-16.9	-3.3	-0.5
COc1cccc(C2C(C(=O)c3sc(C)nc3C)=C(O)C(=O)N2CCN2CCOCC2)c1OC (configuration not stated)	-7.0	5.2	9.7	-6.8	0.3	-4.1	0.5	3.3	15.1	-8.5	25.1

A portion of the library; count on the stated rates, not on these rows.
